Bioassay records (PubChem BioAssay)
HP1b binding inh – HP1-beta chromodomain-methylated histone interaction inhibition; P83916; AlphaScreen HP1-beta / biotin-H3K9me3 peptide binding; Potency, µM (series often up to 114 µM), inactives show at the top dose activity change, negative = inhibition, hits mostly inhibitors; 0.56% of 390,000 active; also: potency is read from the fitted curve at half-maximal effect; nearly all actives have a fitted effect of over 70% in size; inactives centre near 23
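AlphaScreen: HP1-beta (50 nM) preformed 30 min with biotin-H3(1-18)K9me3 peptide (50 nM) in PBS pH 7.4, 0.01% Tween-20. Compound added for 30 min at RT, then streptavidin donor/nickel chelate acceptor beads (10 ug/mL) for 30 min.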
Pin1 inh – inhibitors of human Pin1; Q13526; Pin1 FP peptide displacement, HiFluor488, 10 min; Potency, µM (series often up to 115 µM), inactives show at the highest dose activity, negative = inhibition, usual class: inhibitors; 0.009% of 390,000 active; AID 504891; active = well fitted inhibition curve with a large enough effect in the polarisation, with a control signal flat, not every such curve was filed as active; inconclusive = small, poorly fitted or top-dose-only effect, or effect the other way, or a change in a side signal; inactive = no such curve, though single readings can be large or run the other way; the % refers to the polarisation; also: potency is read from the fitted curve at half-maximal effect; % is scaled to controls: 0 for no effect and ±100 for the full control effect
Target sequence (Q13526 whole entry, looked up): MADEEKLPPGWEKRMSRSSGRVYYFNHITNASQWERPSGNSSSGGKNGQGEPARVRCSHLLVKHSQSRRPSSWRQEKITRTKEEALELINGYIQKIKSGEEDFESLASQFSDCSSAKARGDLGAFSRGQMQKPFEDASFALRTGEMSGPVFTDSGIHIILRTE
GLS inh – inhibitors of human glutaminase (GLS) | AID 624170 | Potency, µM (highest dose often 45.5 µM), without a hit: at the highest dose activity change, negative = inhibition, most hits filed as inhibitors | 0.21% of 410,000 active | GLS enzymatic activity, qHTS titration; also: potency is read from the fitted curve at half-maximal effect; % is scaled to controls: 0 for no effect and ±100 for the full control effect
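Enzyme dispensed in phosphate buffer (45 mM, pH 8.2, 0.02% Tween-20), compounds pinned in, then 1 mM L-glutamine solution and the glutamate oxidase–HRP–Amplex Red mix added; fluorescence read immediately and again after 30 min at room temperature.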
Tb PGK inh – inhibitors of T. brucei phosphoglycerate kinase. P07378. 0.043% of 380,000 active. Potency, µM (titrated, usually from 57.5 µM), without a hit: top-dose activity change, negative = inhibition, hits mostly inhibitors. PGK/GAPDH coupled, Kinase-Glo luminescence, 60 min; also: potency is read from the fitted curve at half-maximal effect; % is scaled to controls: 0 for no effect and ±100 for the full control effect; nearly all actives have a fitted effect of over 60% in size
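Luminescent ATP detection (Kinase-Glo Plus) follows a 60-minute room-temperature incubation, with wells lacking PGK as controls. Buffer: 100 mM TEA (pH 7.6), 5 mM MgCl2, 0.01% Tween-20. Coupling enzyme GAPDH (100 nM final) supplies unstable 1,3-BPG in-well.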
rTrxR1 inhibitor – inhibitors of rat thioredoxin reductase 1 | 1% of 390,000 active | O89049 | Potency, µM (top dose mostly 114 µM), inactives show at the highest dose activity change, negative = inhibition, actives largely listed as inhibitors | recombinant rTrxR1, NADPH fluorescence consumption, selenite substrate; also: potency is read from the fitted curve at half-maximal effect; % is scaled to controls: 0 for no effect and ±100 for the full control effect; nearly all actives have a fitted effect of over 65% in size
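Rat TrxR1 (90 nM in the dispensed reagent) was pre-reduced with 400 uM NADPH for 5 min at room temperature, then incubated with compound for 15 min. After 400 uM selenite was added, NADPH fluorescence (Ex 340/Em 450 nm) was followed for 8 min.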
mIDH1 inhibitor – inhibitors of human mutant IDH1 R132H. O75874. IDH1-R132H enzyme, NADPH consumption, diaphorase/resazurin fluorescence. Potency, µM (highest dose often 76.6 µM), inactives show at the top dose activity change, negative = inhibition, most hits filed as inhibitors. 0.093% of 390,000 active; also: potency is read from the fitted curve at half-maximal effect; % is scaled to controls: 0 for no effect and ±100 for the full control effect; nearly all actives have a fitted effect of over 65% in size
Target sequence (O75874 whole entry R132H, stated change not applied): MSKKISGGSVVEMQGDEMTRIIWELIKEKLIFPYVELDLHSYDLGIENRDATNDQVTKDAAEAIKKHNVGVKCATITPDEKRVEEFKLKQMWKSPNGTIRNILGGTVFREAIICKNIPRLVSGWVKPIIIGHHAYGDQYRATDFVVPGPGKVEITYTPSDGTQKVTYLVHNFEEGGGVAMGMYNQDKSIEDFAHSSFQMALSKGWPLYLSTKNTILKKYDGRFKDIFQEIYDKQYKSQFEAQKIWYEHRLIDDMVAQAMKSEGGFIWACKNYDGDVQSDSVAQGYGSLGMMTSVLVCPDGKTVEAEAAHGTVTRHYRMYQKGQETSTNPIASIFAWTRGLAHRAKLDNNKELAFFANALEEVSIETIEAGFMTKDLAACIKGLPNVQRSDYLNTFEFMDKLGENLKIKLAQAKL
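IDH1-R132H (0.5 ug/mL dispensed) in pH 7.5 Tris buffer was preincubated 30 min with compound, then given a substrate mix of 0.016 mM NADPH and 2 mM alpha-KG for 80 min at room temperature; remaining NADPH was read by diaphorase/resazurin fluorescence.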
TrxR1 substrate – substrates of rat thioredoxin reductase 1; Potency, µM (doses to about 114 µM), inactives show top-dose activity change, negative = substrate turnover; purified TrxR1 substrate turnover, NADPH consumption readout; 0.01% of 390,000 active; AID 588456; also: potency is read from the fitted curve at half-maximal effect; % is scaled to controls: 0 for no effect and ±100 for the full control effect; nearly all actives have a fitted effect of over 50% in size
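Rat TrxR1, dispensed at 90 nM, was prereduced with 400 uM NADPH (final) for 5 min at ~22 deg C, then incubated with compound 15 min before 400 uM selenite. A first-read NADPH fluorescence drop versus no-compound background flagged substrates.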
PI4K2A block – PI4K2A (human) kinase inhibition; Q9BTU6; purified PI4K2A, ADP-Glo luminescence, 1 h; stronger effect = lower value; activity change, negative = inhibition, % at 76.9 µM; 0.13% of 420,000 active; AID 1346378; in the data active = activity change below about -50%; inconclusive = mostly about -30% to -49%;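 also: -100% = wells without enzyme as full effect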
Target sequence (Q9BTU6 whole entry, looked up): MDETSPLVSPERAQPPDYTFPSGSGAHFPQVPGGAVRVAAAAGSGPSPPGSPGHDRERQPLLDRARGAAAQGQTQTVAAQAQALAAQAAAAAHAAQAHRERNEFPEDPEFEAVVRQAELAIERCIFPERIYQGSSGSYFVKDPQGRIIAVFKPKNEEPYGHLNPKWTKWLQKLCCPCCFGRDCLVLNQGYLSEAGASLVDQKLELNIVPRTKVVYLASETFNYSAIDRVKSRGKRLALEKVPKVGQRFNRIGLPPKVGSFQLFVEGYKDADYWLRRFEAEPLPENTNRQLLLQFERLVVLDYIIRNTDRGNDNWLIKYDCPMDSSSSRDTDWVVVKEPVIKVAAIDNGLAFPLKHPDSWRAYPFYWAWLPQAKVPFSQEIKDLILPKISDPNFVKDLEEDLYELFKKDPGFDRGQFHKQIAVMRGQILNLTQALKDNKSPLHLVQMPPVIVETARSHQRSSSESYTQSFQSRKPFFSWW
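ADP-Glo luminescence measured ADP generated by PI4K2A enzyme (4 ug/mL before mixing) with 1.2 mM PI substrate (pre-mix) and 300 microM ATP (pre-mix). Tris pH7.5 buffer with MgCl2, Triton X-100; 1 h reaction at ambient temperature.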
USP1-UAF1 inh – inhibitors of human USP1/UAF1 deubiquitinase. 0.23% of 390,000 active. Potency, µM (top dose mostly 57.1 µM), for the others: at the highest dose activity change, negative = inhibition, hits mostly inhibitors. recombinant USP1/UAF1, Ub-Rhodamine cleavage fluorescence. O94782. AID 743255; also: potency is read from the fitted curve at half-maximal effect; % is scaled to controls: 0 for no effect and ±100 for the full control effect; nearly all actives have a fitted effect of over 60% in size; inactives centre near -12
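High-throughput fluorogenic screen: 1nM USP1/UAF1 complex, Ub-Rho substrate 150nM final, 50mM HEPES pH 7.8 with 0.5mM EDTA, 0.1 mg/ml BSA, 1mM TCEP and 0.01% Tween-20.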
An asterisk follows results filed as active; i = inactive; ? = inconclusive; / = no result given; [ ] = remark or other dose. Unless noted, calls follow the shape of the dose curve; as a rule, active = well fitted curve in the direction sought with a large enough effect; inconclusive = small, poorly fitted or top-dose-only effect, or another doubt; inactive = no such curve, though single readings can be large; an effect the other way counts as inactive or inconclusive. Not all compounds are listed; count on the stated rates, not on these rows.

SMILES	HP1b binding inh	Pin1 inh	GLS inh	Tb PGK inh	rTrxR1 inhibitor	mIDH1 inhibitor	TrxR1 substrate	PI4K2A block	USP1-UAF1 inh
COc1ccccc1C(=O)Nc1cc2cc(Cl)ccc2oc1=O	41%[activator]	-3%	16%	6%	23%	-2%	43%[activator]	-2	-13%
COc1ccc(NC(=S)N/N=C/c2cccn2Cc2ccc(F)cc2Cl)cc1	?	14%	?	-1%	20%[57.1 µM]	-4%	-9%[57.1 µM]	-1	-11%
CC(=O)c1ccccc1OC(=O)COc1ccc([N+](=O)[O-])cc1	34%	-3%	15%	-1%	?	-1%	-8%	-4	-4%
CCOC(=O)C1CCN(C(=O)Cn2c(=O)cc(C)c3c(C)nn(C)c32)CC1	50%[activator]	0%	-2%	i	3%[57.1 µM]	-2%	-3%[57.1 µM]	3	1%
NC(=O)c1oc2ccccc2c1NC(=O)C1COc2ccccc2O1 (configuration not stated)	9%	4%	7%	-7%	6%[57.1 µM]	-1%	5%[57.1 µM]	8	-7%
O=C(Nc1ccc(Cl)cc1)c1cccs1	56%[activator]	-1%	14%	-4%	8%	0%	3%	4	-20%
Cc1ccc(Cn2c(=O)n(Cc3ccco3)c(=O)c3ccccc32)cc1	24%	0%	1%	i	6%[57.1 µM]	1%	-8%[57.1 µM]	-16	-24%
CCCN(CC(=O)Nc1ccc(F)c(F)c1F)CC(=O)Nc1c(Cl)cccc1Cl	28%	-1%	4%	i	1%	7%	-4%	-4	-16%
COc1ccccc1N1CCN(S(=O)(=O)CCNC(=O)C(c2ccccc2)c2ccccc2)CC1	8%[57 µM]	19%	-5%	i	31%[57.1 µM]	-5%	4%[57.1 µM]	0	-20%
COc1ccc2nc(C)c(C(N)=O)cc2c1	30%	4%	0%	-3%	4%[57.1 µM]	0%	11%	0	-19%
O=C(Nc1ccsc1C(=O)O)c1cccc(C(F)(F)F)c1	37%	-2%	-1%	-9%	2%[57.1 µM]	7%	4%[57.1 µM]	0	?
COCCNC(=O)C1CCCN(c2nn3c(=O)cc(C)nc3s2)C1 (configuration not stated)	21%	-7%	4%	-3%	-15%	0%	-8%	11	0%
O=C(OCc1nc(-c2ccccc2Cl)no1)c1ccco1	72%	2%	-8%	1%	2%	5%	-9%	-1	-21%
O=C(COc1ncnc2ccccc12)Nc1ccccc1[N+](=O)[O-]	32%	4%	0%	i	23%[57.1 µM]	0%	5%[57.1 µM]	1	1%
Cc1nn(C)cc1CNC(=O)CCC(=O)O	16%	-1%	-3%	-6%	-3%	7%	5%	0	-14%
Cn1nnnc1SCCNCc1ccccc1OCc1ccccc1Cl	36%	-4%	2%	-5%	25%	5%	3%	-2	-12%
O=C(c1ccc(Cl)c(S(=O)(=O)N2CCOCC2)c1)N1CCc2ccccc2C1	36%	2%	16%	-8%	14%	3%	-4%	-1	4%
CC(C)(C)NC(=O)N1CCCC(C(=O)c2cccc(Cl)c2)C1 (configuration not stated)	23%	4%	-2%	-2%	11%	7%	-1%	3	-7%
CCCOc1ccccc1Nc1nnc(C)c(=O)[nH]1	30%	-6%	6%	-9%	18%	4%	6%	-7	-10%
COc1ccc(C(=O)c2ccccc2)cc1Br	110%[activator]	0%	3%	0%	-3%	5%	1%	4	-20%
COc1cc(-c2cc(C(=O)Nc3cc(S(=O)(=O)N4CCOCC4)ccc3O)c3ccccc3n2)cc(OC)c1OC	?	11%	-7%	-2%	-4%	-11%	-12%	0	-11%
Cc1cccc(NC(=O)c2cc(NC(=O)c3ccccc3)ccc2N2CCCCC2)c1	3%	-5%	2%	0%	1%[57.1 µM]	8%	10%[57.1 µM]	6	-16%
COc1ccc(C(=O)NCCc2cc3c(OC)ccc(OC)c3[nH]c2=O)cc1OC	31%	-9%	4%	-7%	1%	-1%	3%	-1	-20%
Cc1cc(C)cc(OCC(=O)OCC(=O)Nc2cc(S(=O)(=O)N3CCOCC3)ccc2C)c1	-5%	-1%	16%	-8%	-5%	4%	-9%	-3	-4%
CC(=O)Nc1ccc(S(=O)(=O)N2CCN(Cc3csc(C)n3)CC2)cc1	31%	-8%	0%	-4%	-8%	3%	-9%	-1	-11%
CC1=C(C)CC(C(=O)Nc2nc(-c3ccc(C)cc3C)c(C)s2)C(C(=O)O)C1 (configuration not stated)	10%	3%	14%	1%	4%	-7%	10%	4	-12%
Cc1noc(C)c1S(=O)(=O)Nc1ccccc1Cl	26%	0%	-1%	-3%	20%	5%	-5%	2	-4%
CCN(CC)C1CCN(C(=O)CCc2nnc(CCc3ccccc3)o2)C1 (configuration not stated)	22%	-2%	-2%	2%	0%	-5%	-5%	2	-7%
CCN(Cc1cnn(C)c1)C(=O)c1ccc2nc(Cc3ccccc3F)oc2c1	/	/	0%	-8%	/	-3%	/	-3	-23%
CCOc1ccc(-n2c(SCc3cc(=O)oc4cc(C)ccc34)nnc2-c2cccnc2)cc1	31%	3%	6%	4%	9%	5%	1%	-3	-6%
Cc1ccc(C(=O)OCN2C(=O)c3ccccc3C2=O)c(O)c1	32%	2%	-5%	-9%	17%	8%	1%	3	-22%
CSCCC(NC(=O)c1ccc(C)o1)C(=O)O (configuration not stated)	18%	-4%	9%	0%	3%	1%	8%[57.1 µM]	-2	-23%
CCCc1c(C(=O)N/N=C/c2c(OC)ccc3ccccc23)nnn1-c1nonc1N	44%[activator]	2%	-2%	-4%	6%	-5%	7%	-2	-9%
CCOC(=O)c1[nH]c2cc3c(cc2c1NC(=O)CN1CCC2(CC1)OCCO2)OCO3	30%	1%	62%[activator]	-5%	?	3%	225%[activator]	1	-14%
CCC(=O)NC(=S)Nc1ccc(N2CCN(C(=O)c3ccc(Cl)cc3)CC2)cc1	-10%	56%[activator]	12%	i	?	0%	-10%	14	-29%
Nc1ccc(-c2nc3ccc(N)cc3s2)cc1	45%[activator]	7%	?	-10%	-11%	10%	/	-16	-19%
COC(=O)c1ccccc1S(=O)(=O)NNC(=O)Nc1ccccc1	-23%	?	2%	0%	14%[57.1 µM]	0%	4%[57.1 µM]	1	-17%
Cc1ccc(C(=O)NCC(c2ccco2)N2CCc3ccccc3C2)cc1 (configuration not stated)	27%	0%	2%	-4%	1%	1%	-12%	1	-13%
O=C(NCc1ccco1)C1CCCN(S(=O)(=O)c2ccc(-n3cnnn3)cc2)C1 (configuration not stated)	18%	?	1%	-4%	?	-3%	3%	-9	-19%
COC(=O)C1=C(C)NC(=O)/C1=C\c1ccco1	1%	-5%	17%	-10%	?	16%	-2%	-6	-5%
N#Cc1c(-c2ccco2)nc(SCc2ccc(F)cc2)[nH]c1=O	22%	?	1%	-5%	-29%[57.1 µM]	1%	4%[57.1 µM]	-9	-9%
COc1ccc(C(=O)N/C(=C/c2ccc(Cl)cc2)C(=O)Nc2ccc(C(=O)O)cc2)cc1	29%	-1%	2%	0%	-15%	-3%	-16%	-7	-22%
Cc1cccn2cc(CNS(=O)(=O)c3cccc(F)c3)nc12	35%	0%	-6%	i	9%[57.1 µM]	7%	3%[57.1 µM]	6	-21%
C=CCNC(=O)c1ccc(C)c(Br)c1	9%	-4%	4%	i	10%[57.1 µM]	0%	6%[57.1 µM]	1	-4%
O=C(OCc1cccs1)c1ccccc1NS(=O)(=O)c1ccc2c(c1)OCCO2	61%	2%	5%	2%	20%[57.1 µM]	-2%	14%[57.1 µM]	-4	-11%
Cc1c(C(=O)Nc2ccc(F)cc2)cn2c(nc3ccccc32)c1C#N	20%	?	-9%	-1%	17%	7%	11%	-2	-13%
C[C@@H]1CN([C@H](C)CO)C(=O)CCCn2nncc2CO[C@@H]1CN(C)S(=O)(=O)c1ccc(C#N)cc1	/	/	-4%	-3%	/	-3%	/	0	-8%
CCOc1cc(C2C(C#N)=C(N)Oc3n[nH]c(CC)c32)ccc1OCCN1CCOCC1 (configuration not stated)	-2%	-6%	30%	-10%	?	3%	-15%	-5	-8%
COc1ccc(NS(=O)(=O)c2cccc(NC(=O)C3=NN(c4ccccc4)C(=O)CC3)c2)cc1	35%	29%	-10%	2%	20%	2%	-1%	1	-16%
COc1cc(Cl)c(C)cc1NC(=O)c1cc(S(=O)(=O)N(C)C)ccc1N1CCCC1	-9%	8%	7%	0%	9%[0.0914 µM]	3%	-1%	-4	-6%
Cc1ccc(S(=O)(=O)N(C)CC(=O)N2CCCC2)cc1	43%[activator]	-7%	-17%	-2%	7%	4%	1%	3	-14%
Cc1cc(NC(=O)CSc2nc(C3CCCCC3)nc3ccccc23)no1	21%	-5%	4%	-3%	5%[57.1 µM]	-3%	3%[57.1 µM]	-16	-11%
